D3 ag = activates the human D3 dopamine receptor; max activation, %; 0.58% of 410,000 active; AID 652048; D3R DiscoveRx beta-arrestin cells, luminescence, 90 min; P35462; in the data active = max activation above about 30%; also: 0% is about no effect; mostly tested at two doses, the higher about 12 µM
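Agonist mode: compounds and dopamine controls were applied to plated cells for 90 min at 37 degrees C after an overnight attachment at 1500 cells/well. Luminescent read-out followed 30 - 60 minutes at room temperature with DiscoveRx detection reagent.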
WRN helicase inh = inhibitors of human WRN helicase. Q14191. WRN helicase unwinding, fluorescent forked duplex, kinetic. Potency, µM (highest dose often 114 µM), for inactives: at the top dose activity change, negative = inhibition, most hits filed as inhibitors. 0.46% of 360,000 active. AID 651768; also: potency is read from the fitted curve at half-maximal effect; % is scaled to controls: 0 for no effect and ±100 for the full control effect; nearly all actives have a fitted effect of over 55% in size
Target sequence (Q14191 whole entry, looked up): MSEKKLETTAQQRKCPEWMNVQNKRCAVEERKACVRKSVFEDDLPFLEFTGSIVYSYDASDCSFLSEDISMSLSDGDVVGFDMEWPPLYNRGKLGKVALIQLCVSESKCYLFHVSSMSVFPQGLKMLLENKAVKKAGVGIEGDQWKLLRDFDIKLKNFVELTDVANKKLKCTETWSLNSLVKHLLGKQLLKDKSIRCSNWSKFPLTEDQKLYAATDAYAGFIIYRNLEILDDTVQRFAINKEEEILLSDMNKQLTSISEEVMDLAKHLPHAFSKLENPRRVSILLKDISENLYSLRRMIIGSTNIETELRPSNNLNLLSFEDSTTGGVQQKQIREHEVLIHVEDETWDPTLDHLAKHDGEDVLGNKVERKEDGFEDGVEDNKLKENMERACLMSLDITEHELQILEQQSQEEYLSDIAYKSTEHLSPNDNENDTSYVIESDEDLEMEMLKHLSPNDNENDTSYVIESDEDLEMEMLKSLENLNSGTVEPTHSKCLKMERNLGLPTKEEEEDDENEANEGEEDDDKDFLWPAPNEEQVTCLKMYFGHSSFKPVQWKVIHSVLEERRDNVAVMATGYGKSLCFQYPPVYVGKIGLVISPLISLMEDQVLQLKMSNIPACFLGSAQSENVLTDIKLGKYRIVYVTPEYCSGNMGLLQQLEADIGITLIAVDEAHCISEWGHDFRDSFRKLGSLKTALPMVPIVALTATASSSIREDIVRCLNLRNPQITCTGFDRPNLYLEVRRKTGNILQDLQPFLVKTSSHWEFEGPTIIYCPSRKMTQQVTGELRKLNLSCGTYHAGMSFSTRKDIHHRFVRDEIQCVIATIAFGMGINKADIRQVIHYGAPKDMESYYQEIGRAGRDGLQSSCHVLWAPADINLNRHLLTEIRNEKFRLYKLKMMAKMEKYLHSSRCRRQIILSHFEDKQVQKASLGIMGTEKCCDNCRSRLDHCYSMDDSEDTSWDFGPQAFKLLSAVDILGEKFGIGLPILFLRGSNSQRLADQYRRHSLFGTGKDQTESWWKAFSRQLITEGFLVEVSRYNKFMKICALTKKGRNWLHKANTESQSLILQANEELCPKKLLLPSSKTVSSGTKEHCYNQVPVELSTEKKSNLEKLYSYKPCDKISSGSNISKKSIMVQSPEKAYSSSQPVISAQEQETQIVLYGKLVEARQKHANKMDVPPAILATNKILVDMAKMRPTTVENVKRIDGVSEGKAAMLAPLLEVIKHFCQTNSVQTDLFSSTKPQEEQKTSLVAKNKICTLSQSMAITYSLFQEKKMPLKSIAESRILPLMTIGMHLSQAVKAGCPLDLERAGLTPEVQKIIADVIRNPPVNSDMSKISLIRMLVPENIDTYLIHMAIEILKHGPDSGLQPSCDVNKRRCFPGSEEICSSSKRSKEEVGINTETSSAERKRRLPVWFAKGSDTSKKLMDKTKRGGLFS
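WRN at 20 nM final preincubated with compound 15 min at room temperature; reaction started with 100 nM fluorophore/quencher forked duplex oligonucleotide and 2 mM ATP final. Unwinding followed kinetically by red fluorescence (ex 525, em 598 nm).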
D3 antag = D3 dopamine receptor (human) antagonism; P35462; D3R cells, DiscoveRx beta-arrestin luminescence, antagonist mode; hits give low values; max response, negative = inhibition, %; 2.5% of 360,000 active; AID 652054; in the data active = max response below about -50%; inconclusive = no clear call, values can overlap the other calls; also: % is scaled to controls: 0 for no effect and ±100 for the full control effect; mostly tested at two doses, the higher about 12 µM
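Cells expressing the human receptor were seeded at 1500 cells/well, incubated overnight at 37 degrees C in 5% CO2, then exposed to library compounds with dopamine controls for 90 minutes at 37 degrees C before luminescent detection.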
GLP-1R agonist = GLP-1 receptor (human) agonism; P43220; HEK293 GLP-1R CRE-luciferase, luminescence, 4-6 h; cells express a hypersensitive GLP-1R form; Potency, µM (highest dose often 45.6 µM), without a hit: at the highest dose activation, actives largely listed as activators; 0.007% of 380,000 active; AID 624172; also: potency is read from the fitted curve at half-maximal effect; % of control where 0% means no effect
GLP-1R inv ag = GLP-1 receptor (human) inverse agonism; HEK293 GLP-1R CRE-luciferase, luminescence, 24 h; GLP-1R form is constitutively active; P43220; Potency, µM (doses to about 38.3 µM), inactives show at the top dose activity change, negative = inhibition, actives largely listed as inhibitors; 1.6% of 410,000 active; also: potency is read from the fitted curve at half-maximal effect; % is scaled to controls: 0 for no effect and ±100 for the full control effect; nearly all actives have a fitted effect of over 55% in size
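Constitutively active GLP-1R drives a cAMP-responsive luciferase in stably transfected HEK293 cells; test compounds are added after overnight (12 h) attachment and left 24 hr, and signal loss in luminescence marks inhibition.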
PI5P4K alpha inh = PI5P4K alpha (human) kinase inhibition; P48426; PI5P4Kalpha enzyme, ADP-Glo luminescence, 60 min; hits give low values; max response, %; 1.2% of 330,000 active; active = max response of -50% or lower; inconclusive = between -30% and -50%; inactive = -30% or higher; also: value at the top dose of about 77 µM; % is scaled to controls: 0 for no effect and ±100 for the full control effect
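ADP-Glo luminescence end-point after a 60 min room-temperature kinase reaction. PI5P4Kalpha and substrate in HEPES pH 7.4 buffer with EGTA, 0.1% CHAPS and 5% DMSO; ATP at 5 microM final.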
PLK1 PBD block = inhibitors of human PLK1 polo-box domain binding. P53350. Plk1 PBD binding of FITC phosphopeptide, fluorescence polarization. Potency, µM, for the others: max response, negative = inhibition, most hits filed as inhibitors. 2.8% of 360,000 active. AID 720504; also: potency is read from the fitted curve at half-maximal effect; series mostly up to about 57 µM; % is scaled to controls: 0 for no effect and ±100 for the full control effect; nearly all actives have a fitted effect of over 65% in size
IL2 activator = activates IL-2 in a cell-based reporter assay. AID 652025. IL-2 activation reporter assay, cell-based qHTS; stimulated with anti-CD3/CD4/CD28 beads; in transgenic mouse T cells. activation, % (series mostly up to about 46 µM). 0.065% of 360,000 active; in the data active = activation above about 50%; inconclusive = mostly about 30% to 49%; also: 0% is about no effect
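Readout: EGFP and DsRed signals by fluorescent plate cytometry. Unstimulated transgenic mouse T cells received compound 60 min before antibody-bead stimulation, then incubated 18 h at 37 degrees C.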
GLP1R cytotox = cytotoxicity counter-screen for GLP-1 receptor inverse agonists. HEK293 cAMP-luciferase reporter cells, luminescence, 24 h. Potency, µM (series often up to 38.3 µM), for inactives: at the highest dose activity change, negative = inhibition, usual class: inhibitors. 0.13% of 410,000 active. AID 624418;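 also: loss of luciferase light is scored as toxicity; potency is read from the fitted curve at half-maximal effect; % is scaled to controls: 0 for no effect and ±100 for the full control effect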
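To flag toxic compounds, the library was rerun on cells for 24 hr at 37 deg C and 5% CO2. Viability-linked luminescence was captured 12 min after adding luciferase detection reagent.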
* marks the source's active call; other numbers are inactive results; ? = inconclusive; nt = not tested or not shown; & = joins results of further samples; [ ] = another dose, or the depositor's remark. Unless noted, calls follow the shape of the dose curve; as a rule, active = well fitted curve in the direction sought with a large enough effect; inconclusive = small, poorly fitted or top-dose-only effect, or another doubt; inactive = no such curve, though single readings can be large; an effect the other way counts as inactive or inconclusive. Compounds as they come; about 7.8% have a hit in one of these screens.

Fields – D3 ag	WRN helicase inh	D3 antag	GLP-1R agonist	GLP-1R inv ag	PI5P4K alpha inh	PLK1 PBD block	IL2 activator	GLP1R cytotox
COc1cccc(NC(=O)CN2C(=O)C3(SCC(=O)N3c3cc(C)cc(C)c3)c3ccccc32)c1 (stereo unspecified)
 : 2	nt	nt	6%	13%	nt	nt	nt	-7%
CCOC(=O)C1(Cc2ccccc2)CCN(Cc2cccc3nccnc23)CC1
 : -8	-6%	-2	20%	?	0	-4%	-1.2	-18%
CSc1nnc2c(n1)OC1(Nc3ccccc3-2)C(=O)Nc2ccccc21 (stereo unspecified)
 : -10	-5%	-1	7%	13%	-26	27µM*	-0.2	-8%
CC1CCCC(C)N1C(=O)COC(=O)Cc1ccc(Cl)cc1 (stereo unspecified)
 : 0	-4%	-6	-4%	-5%	0	-1%	-1.7	0%
Cc1cc(C)c(S(=O)(=O)N2CCN(c3ccccc3)CC2)c(C)c1
 : -8	-9%	3	-1%	-33%	5	17%	-0.5	1%
COc1ccc(N/C=C(\C(C)=O)c2ccc(OC)c(OC)c2)cc1OC
 : -3	9%[57.1 µM]	-2	23%	151%[activator]	-3	?	-0.3	-4%
CCN(CC)CCCNC(=O)CCc1c(C)n(CC)c2cc(-c3ccccc3OC)nn2c1=O
 : -2&5	5%	12	-3%&0%	18%&0%	3	3%	-1.5	-3%&-6%
COc1ccc(C(CNC(=O)c2cc(=O)[nH]c3ccccc23)N2CCCC2)cc1 (stereo unspecified)
 : -4	7%	6	3%	1%	1	-2%	-1.5	-32%
COc1cccc(-c2coc3cc4oc(=O)c(CC(=O)O)c(C)c4cc23)c1
 : 0	5%	4	-3%	17%	-14	-17%	-0.9	12%
Cc1ccc(S(=O)c2ccc(NC(=O)C3CC3)cc2C#N)cc1 (stereo unspecified)
 : 3	-8%	-11	4%	-15%	-63*	11µM*	-2.0	11%
CCOC(=O)c1c(C)c(C)n(Cc2ccc(OC)c(OC)c2)c1C
 : -1	-2%	1	?	?	1	-7%	-1.0	-21%
O=C(CSc1ccc(Cl)cc1)N1CCOCC1
 : -1	6%	13	-3%	1%	8	-11%	2.3	2%
CC(C)NC(=O)[C@@H]1C[C@@]1(C)[C@@H](NC(=O)OCc1ccccc1)c1ccccc1
 : 6	-2%	7	4%	6%	-5	-1%	-0.3	7%
Cc1ccc(C)c(OCCC(=O)Nc2cccc(S(=O)(=O)NC3=NCCCCC3)c2)c1
 : 4	-15%	13	-3%	?	0	-4%	-0.7	-8%
CCN(CC)C1CC(=O)N(c2cccc(Cl)c2)C1=O (stereo unspecified)
 : -5	-3%	-17	9%	0%	-3	-16%	1.3	4%
Nc1c(C(=O)Nc2cccc(Cl)c2Cl)sc2nc(-c3cccnc3)ccc12
 : -4	-6%	-17	4%	12%	-25	-22%	3.3	178%[activator]
Cc1ccc(-n2ncc3c2CCCC3NC(=O)CCc2cnccn2)cc1C (stereo unspecified)
 : 2	-14%	-2	-3%	-6%	-6	-2%	0.2	-5%
Clc1ccc(N2COC3c4cccc5cccc(c45)C32)cc1 (stereo unspecified)
 : 1	1%	1	-9%	?	13	-5%	0.6	-15%
Cn1c(C2CCCN2C(=O)OC(C)(C)C)n[nH]c1=S (stereo unspecified)
 : -5	7%	-24	-6%	2%	-6	-10%	-0.8	6%
CC(Sc1nnc(C(C)Oc2ccccc2F)o1)C(=O)NCc1ccc2c(c1)OCO2 (stereo unspecified)
 : 5	-9%	1	11%	-5%	0	-2%	-0.3	1%
Cc1cc(C)nc(N(C#N)S(=O)(=O)c2ccccc2)n1
 : 7	6%	15	-3%	2%	-9	-9%	-0.5	-7%
COc1ccc(CNC2CCN(Cc3ccccc3)CC2)cc1
 : -10	6%	-26	-6%	-46%	5	-11%	2.2	14%
COc1ccccc1N1CCN(CC(O)c2ccccc2)CC1 (stereo unspecified)
 : -21	13%	-55*	12%	-4%	-2	1%	0.7	10%
COc1ccc(C2c3sc(=O)[nH]c3SC3C4CCC(C4)C23)cc1OC (stereo unspecified)
 : -3	-11%	0	3%	?	-18	?	-0.1	?
CCn1c(=O)c2c(nc(SCC(=O)NC3CCCC3)n2C)n(C)c1=O
 : -19	-16%	4	6%	6%	?	0%	-2.8	0%
O=C(NC(=S)Nc1cccc(O)c1)C1CCCCC1
 : -8	-8%	-17	0%	?	-1	-18%	-2.6	13%
COc1ccc(C)cc1NC(=O)/C=C/c1ccc(OC)c(S(=O)(=O)N2CCOCC2)c1
 : -10	-6%	-17	14%	1%	-4	-8%	0.5	-21%
CCOc1ccccc1N1CCN(C(=O)[C@@H]2CCCN2C2=NS(=O)(=O)c3ccccc32)CC1
 : -13	4%	-14	-4%	3%	-1	-2%	0.7	-10%
CC[C@]12c3[nH]c4ccc(Cl)cc4c3CCN1C(=O)[C@@H](CC(=O)NCCCN(C)C)C[C@@H]2C(=O)N1CCN(C(=O)C2CC2)CC1
 : 18	5%	-12	-1%	10%	1	-3%	0.4	4%
Cc1ccc(-c2csc(NC(=O)Cn3[nH]c(=O)c4ccccc4c3=O)n2)cc1
 : -3	-6%	5	17%	-11%	-16	3%	2.3	-20%
COc1ccc(OC)c(C(=O)COC(=O)C2CC3CCCC(C2)C3=O)c1 (stereo unspecified)
 : -3	7%	1	0%	6%	3	-2%	-0.5	-13%
COc1ccc(OC)c(C2CC(=O)Nc3c2c(=O)[nH]c2ncnn32)c1 (stereo unspecified)
 : 5&-1	-5%	5	1%	18%&12%	-14	-10%	-0.1	9%&4%
O=C(Nc1cccc([N+](=O)[O-])c1)c1ccc2c(c1)OCCO2
 : -9	-5%	-19	1%	-30%	1	-7%	-2.7	6%
COC(=O)c1ccccc1NC(=O)CN(CCc1ccccc1)S(C)(=O)=O
 : 5	-12%	13	6%	-27%	0	-16%	-1.0	-4%
CCOc1ccc(N(C(C)C(=O)NC2CCCCCC2)S(C)(=O)=O)cc1 (stereo unspecified)
 : 3	-5%	-6	5%	?	-1	?	-0.6	4%
CCCC(C(=O)NC1CCCC1)N(C(=O)Cn1nnc(-c2ccc(C)o2)n1)c1ccccc1F (stereo unspecified)
 : -14	-5%	-6	13%	?	7	-8%	-0.2	-15%
N#C/C(=C/c1ccc(N2CCOCC2)o1)c1ccc(Cl)cc1
 : -17	-26%	-105*	3%	119%[activator]	nt	6%	6.8	42%[activator]
CCOc1ccc(NC(=O)CC(=O)Nc2ccc(OCC)cc2)cc1
 : 0	-6%	-2	1%	1%	0	3%	-1.6	-16%
COc1cc(-c2nn3c(-c4ccccc4)nnc3s2)cc(OC)c1OC
 : 6	-24%	?	28%	70%[activator]	nt	-7%	-1.3	14%
CSc1ccc(C2C(C(=O)c3ccco3)=C(O)C(=O)N2c2nnc(SC)s2)cc1 (stereo unspecified)
 : -12	19%	11	-1%	2%	-22	?	-0.4	95%[activator]
CCc1ccc2[nH]c3nc(SCC(=O)NCC4CCCO4)nnc3c2c1 (stereo unspecified)
 : 2	-17%	10	9%	27%	6	-1%	1.1	-3%
O=C(C1CCCN(C2CC(=O)N(c3ccc(F)cc3)C2=O)C1)N1CCCC1 (stereo unspecified)
 : 2	-15%	-6	0%	16%	1	-3%	0.7	6%
C=CC[C@H](CC(=O)NCCO)C(=O)N[C@@H](COC(=O)[C@@H](CC=C)Cc1ccc(F)cc1)Cc1c[nH]c2ccccc12
 : -24	6%	-17	-1%	?	1	2%	-0.5	5%
C=C(C)C1CC=C(C)/C(=N/NC(=O)CCC(=O)Nc2ccccc2Cl)C1 (stereo unspecified)
 : -11	6%	-5	4%	-26%	3	-23%	-0.1	-5%
O=C(C1CCCCC1)N1C[C@@H](O)[C@H](n2cc(-c3ccc(F)cc3)nn2)C[C@@H]1c1ccc(Cl)cc1
 : 1	-6%	11	0%	?	-2	3%	1.9	-21%
CCOc1ccc(NC(=O)CSc2nnc(Cc3cccn3C)n2-c2ccc(OC)cc2)cc1
 : 0	-11%	15	-11%	0%	nt	-12%	-2.4	-2%
CCN(CC)S(=O)(=O)c1ccc(N2CCOCC2)c(NC(=O)c2nn(C(C)C)c(=O)c3ccccc23)c1
 : 8	3%	12	3%	20%	4	-10%	-4.5	0%
COc1cccc(C(=O)Nc2cccc(OC(C)=O)c2)c1
 : -6	-7%	6	5%	22%	nt	-5%	0.0	?
COc1ccc(NC(=O)NN2CCOCC2)cc1OC
 : -1	-6%	18	3%	2%	2	-1%	2.1	3%
COCCNC(=O)c1cn(C)c2ccccc2c1=O
 : -1	3%	-2	-2%	4%	2	-5%	-1.4	-8%

More structures follow:
Fields – D3 ag	WRN helicase inh	D3 antag	GLP-1R agonist	GLP-1R inv ag	PI5P4K alpha inh	PLK1 PBD block	IL2 activator	GLP1R cytotox
COc1ccccc1/C=C/C(=O)OCC(=O)c1c(N)n(C)c(=O)n(C)c1=O
 : -2	-16%	5	-4%	10%	8	-5%	-0.1	62%[activator]
CN(C)S(=O)(=O)c1ccc(C(=O)Nc2cccc(C(=O)O)c2)cc1
 : 6	-11%	0	-28%	10%	5	-2%	0.1	6%
COC(=O)C1=C(CS(=O)(=O)c2ccc(OC)c(OC)c2)NC(=O)NC1c1ccc(O)c(OC)c1 (stereo unspecified)
 : 5	-3%	6	?	3%	-1	0%	-0.1	0%
CS(=O)(=O)N(CC(=O)NCc1ccc2c(c1)OCO2)Cc1ccc(Cl)cc1
 : -2	-7%	-17	0%	?	3	-14%	-2.1	25%
Cc1ccc(C)c(S(=O)(=O)N2CCN(C(=O)Cc3ccc(S(=O)(=O)N4CCOCC4)s3)CC2)c1
 : 2	-3%	-9	-4%	-13%	5	-5%	-5.8	10%
Cc1cc(C)c2sc(N)nc2c1
 : -8	4%	22	3%	20%	5	2%	-2.4	-7%

Assay outcomes: PubChem BioAssay, National Center for Advancing Translational Sciences (NCATS)
